Bioassay records from PubChem BioAssay.
DDE Tn7 FP inh: DD(E)-Tn7 binding inhibition, primary FP screen; P02675; AID 720508; inhibition, % at 8.3 µM; FP displacement of FITC-Tn7 peptide from fibrin DD(E); 0% = median of compound wells per plate; 0.13% of 370,000 active;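 active means inhibition above the mean of compounds falling within the control limits plus 3 SD of them, cut at about 14% in these data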;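 further: 0% = plate median of compound wells and 100% = 10 µM Aha-Tn7 peptide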
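Assay system: Human fibrin DD(E) protein | Medium: Tris buffer with calcium and detergent, pH 7.8 | Reagent: 0.1 µM fluorescent Tn7 | Compound dosing: Single point at 8.3 µM | Times: 10 min preincubation, 3 h with tracer, room temperature | Detection: Fluorescence polarization of the labelled Tn7 tracer | Controls: Aha-Tn7 high control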
KLK7 zymogen act: activates the human kallikrein-7 zymogen; P49862; purified proKLK7, EDANS-DABCYL substrate fluorescence; 100% is mature enzyme control, 0% vehicle; activation, % at 7 µM; 0.9% of 370,000 active; AID 652039;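 active means activation above the mean of all tested compounds plus 3 SD, computed per campaign excluding outliers beyond control limits, cut at about 13% in these data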
Target sequence (P49862 whole entry, looked up): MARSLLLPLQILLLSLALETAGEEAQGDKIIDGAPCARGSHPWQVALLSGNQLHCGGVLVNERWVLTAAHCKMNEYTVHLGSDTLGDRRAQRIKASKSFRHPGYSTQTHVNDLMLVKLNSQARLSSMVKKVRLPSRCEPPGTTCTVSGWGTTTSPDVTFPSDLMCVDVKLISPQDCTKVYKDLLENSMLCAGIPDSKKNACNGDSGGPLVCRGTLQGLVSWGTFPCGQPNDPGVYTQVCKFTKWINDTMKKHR
PLC-gamma1 inh: PLC-gamma1 (human) inhibition, primary screen; P19174; purified PLC-gamma1, fluorogenic substrate, fluorescence; inhibition, % at 12.2 µM; 0.84% of 370,000 active; AID 720700; in the data active means inhibition above about 9.5%
ADAM17 inh: inhibitors of human ADAM17; inhibition, % at 6.95 µM; P78536; recombinant ADAM17, EDANS/DABCYL FRET peptide cleavage; 0.83% of 370,000 active;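 active means inhibition above the mean of compounds lying between control limits plus 3 SD, set per campaign, cut at about 8.5% in these data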;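 further: 0% = DMSO-only wells as the low control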
Target sequence (P78536 215-824 limits assumed): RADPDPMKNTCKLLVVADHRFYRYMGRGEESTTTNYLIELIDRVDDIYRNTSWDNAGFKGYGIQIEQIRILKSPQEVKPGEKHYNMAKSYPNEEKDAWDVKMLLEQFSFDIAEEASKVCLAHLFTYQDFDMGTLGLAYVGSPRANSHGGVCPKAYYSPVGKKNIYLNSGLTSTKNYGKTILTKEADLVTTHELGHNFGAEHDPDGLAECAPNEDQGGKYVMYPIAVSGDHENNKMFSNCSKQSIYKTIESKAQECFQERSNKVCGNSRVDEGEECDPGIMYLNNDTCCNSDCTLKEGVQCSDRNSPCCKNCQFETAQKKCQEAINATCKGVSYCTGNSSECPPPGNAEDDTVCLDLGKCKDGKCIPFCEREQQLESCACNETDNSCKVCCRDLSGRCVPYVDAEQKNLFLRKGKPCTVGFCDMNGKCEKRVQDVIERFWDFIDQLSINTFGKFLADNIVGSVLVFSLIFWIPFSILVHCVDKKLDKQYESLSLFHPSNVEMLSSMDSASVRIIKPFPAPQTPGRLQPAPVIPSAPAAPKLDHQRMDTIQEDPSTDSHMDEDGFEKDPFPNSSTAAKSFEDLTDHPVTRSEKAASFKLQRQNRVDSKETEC
TDP2 inh: TDP2 (human) inhibition, absorbance primary screen; O95551; recombinant TDP2, T5PNP hydrolysis, p-nitrophenol absorbance 415 nm; inhibition, % at 12.8 µM; 0.34% of 370,000 active; AID 720702;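 active means inhibition above the mean of all tested compounds plus 3 SD, set per campaign, cut at about 25% in these data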;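 further: 0% = DMSO with enzyme and 100% = buffer with substrate but no TDP2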
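Assay system: recombinant human TDP2 / Reagent: T5PNP substrate at 5 mM, a TopII-DNA adduct mimic / Measured by: epi absorbance from released p-nitrophenol / Evaluation: % inhibition relative to enzyme-containing and enzyme-free wells / Control set: enzyme-free and DMSO wells / Replicates: each compound tested once, singlicate / Schedule: enzyme reaction with compound for 2 h at 37 °C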
DDE Tn6 FP inh: disrupts Tn6 cyclic peptide binding to fibrin D-Dimer-E complex; P02675; Fibrin DD(E) TRITC-Tn6 fluorescence polarization displacement; inhibition, % at 8.3 µM; 0.21% of 370,000 active;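 active means inhibition above a per-campaign cutoff: mean of compounds within control limits plus 3 SD, cut at about 15% in these data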;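 further: 0% = median of all compound wells on the plate and 100% = blocking peptide control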
ADAM10 inh: ADAM10 inhibition, QFRET primary screen. O14672. recombinant ADAM10, EDANS/DABCYL FRET peptide cleavage, 3 h. inhibition, % at 7 µM. 0.62% of 370,000 active;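 active means inhibition above a per-campaign cutoff equal to the mean of compounds falling between control-based bounds plus 3 SD, cut at about 20% in these data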;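 further: 0% = DMSO wells while the 100% control is not disclosed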
ARFGAP1 inh: inhibitors of rat ARFGAP1. Q62848. AID 651572. inhibition, % at 16.5 µM. Arfgap1-stimulated ARF1 GTP hydrolysis, GDP FP detection. 0.26% of 360,000 active;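 active means inhibition above a per-plate limit, mean inhibition of low control wells plus 3 SD, cut at about 25% in these data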;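 further: 0% = DMSO wells with enzyme and 100% = wells lacking Arfgap1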
Target sequence (Q62848 1-136 limits assumed): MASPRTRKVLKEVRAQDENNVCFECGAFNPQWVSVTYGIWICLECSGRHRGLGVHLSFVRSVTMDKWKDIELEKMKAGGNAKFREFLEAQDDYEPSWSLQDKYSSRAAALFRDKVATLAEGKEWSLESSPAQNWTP
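Material: rat Arfgap1 catalytic domain, aa 1-136; also added: human ARF1(Δ1-17)-GTP substrate; compound dosing: one concentration, 16.5 µM, DMSO 1.26%; incubation: GTP hydrolysis reaction 2 h at 25 °C; measured by: Tracer-displacement fluorescence polarization with EDTA stop, 620/688 nm; evaluation: % inhibition from polarization; repeats: one replicate per compound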
ASAP1 GAP inh: blocks human ASAP1-stimulated Arf1 GTP hydrolysis; inhibition, % at 16.5 µM; GDP FP detection; 0.19% of 360,000 active; AID 624377; in the data active means inhibition above about 25%;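 further: 0% = vehicle with enzyme and substrate and 100% = no enzyme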
LEDGF integ inh: blocks HIV-1 LEDGF/p75-dependent DNA integration; TR-FRET IN-LEDGF/p75 DNA integration, Eu/Cy5; inhibition, % at 3.7 µM; 0.64% of 370,000 active; AID 743269;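 active means inhibition above the screen-wide mean plus 3 SD, cut at about 13% in these data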;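 further: signal is the Cy5 over europium emission ratio at 671 and 618 nm; 0% = plate median of compound wells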
* = called active by the depositor; i = inactive; x = not tested or not shown.

item	SMILES	DDE Tn7 FP inh	KLK7 zymogen act	PLC-gamma1 inh	ADAM17 inh	TDP2 inh
1	O=C(O)C1CCC(N2C(=O)c3cccc([N+](=O)[O-])c3C2=O)CC1 (stereo unspecified)	-2	0.9	2	4	-9
2	COc1cc(CCC(=O)OCC(=O)NC2CCCC(C)C2C)cc(OC)c1OC (stereo unspecified)	-5	0.1	1	-3	-14
3	O=P(Cc1ccccc1)(Cc1ccccc1)c1ccccc1	-2	0.7	6	-4	-20
4	CCN(CC)c1ccc(-c2nn3c(-c4ccc(C(C)(C)C)cc4)nnc3s2)cc1	1	5.4	1	-8	-5
5	Cc1snc(SCC(=O)c2ccc(Cl)cc2)c1C#N	5	0.3	-2	-1	-3
6	CC(=O)NC(Cc1ccc(F)cc1)C(=O)NC1CCN(c2ncccc2[N+](=O)[O-])CC1 (stereo unspecified)	-8	-0.1	-1	-1	-4
7	CN1CCN(c2cc3c(c4c2[nH]c2ccccc24)C(=O)CC(C)(C)C3)CC1	5	10	i	-88	-7
8	CC(/C=N/n1c(-c2ccccc2)n[nH]c1=S)=C\c1ccco1	0	0.2	-5	-3	13

item	DDE Tn6 FP inh	ADAM10 inh	ARFGAP1 inh	ASAP1 GAP inh	LEDGF integ inh
1	-3	-7	5	-4	-2
2	-6	3	-1	10	0
3	-2	-6	-9	3	1
4	3	-25	x	x	3
5	-4	5	5	9	1
6	2	-10	-7	-3	7
7	-1	-337	2	3	0
8	2	-3	-2	-1	16*

Some entries already given, reduced to LEDGF integ inh and TDP2 inh.
| nr | Molecule | LEDGF integ inh | TDP2 inh |
| --- | --- | --- | --- |
| 7 | CN1CCN(c2cc3c(c4c2[nH]c2ccccc24)C(=O)CC(C)(C)C3)CC1 | 0 | -7 |
| 3 | O=P(Cc1ccccc1)(Cc1ccccc1)c1ccccc1 | 1 | -20 |
| 4 | CCN(CC)c1ccc(-c2nn3c(-c4ccc(C(C)(C)C)cc4)nnc3s2)cc1 | 3 | -5 |
| 5 | Cc1snc(SCC(=O)c2ccc(Cl)cc2)c1C#N | 1 | -3 |
| 6 | CC(=O)NC(Cc1ccc(F)cc1)C(=O)NC1CCN(c2ncccc2[N+](=O)[O-])CC1 (stereo unspecified) | 7 | -4 |

New compounds follow:
item	SMILES	DDE Tn7 FP inh	KLK7 zymogen act	PLC-gamma1 inh	ADAM17 inh	TDP2 inh
9	O=C(O)CCC(=O)N1CN2CN(C(=O)CCC(=O)O)CC([N+](=O)[O-])(C2)C1	-4	0.4	0	-3	4
10	Cc1ccc(C)c(OCCC(=O)OCC(=O)c2c(N)n(C)c(=O)n(C)c2=O)c1	-3	0.8	-1	2	-3
11	Cc1[nH]c(C(=O)O)c(C#N)c1C(=O)c1ccccc1	0	0.6	0	-3	15
12	Cn1nnnc1SCC(=O)Nc1ccc(S(=O)(=O)N2CCOCC2)cc1	3	0.3	3	-2	3
13	NC(=O)CN(c1ccc(Oc2ccccc2)cc1)S(=O)(=O)c1ccccc1	1	-0.6	3	0	9
14	CCCOc1ccc(C(NC(=O)CC(C)C)NC(=O)CC(C)C)cc1OC	-10	0.3	0	-1	2
15	CCOC(=O)c1csc(N)n1	-7	0.3	8	-1	-7
16	O=C(Cc1cccc(NC(=O)C2CCN(S(=O)(=O)c3cccc([N+](=O)[O-])c3)CC2)c1)Nc1cccc(C(=O)N2CCOCC2)c1	-8	0.3	1	2	3

item	DDE Tn6 FP inh	ADAM10 inh	ARFGAP1 inh	ASAP1 GAP inh	LEDGF integ inh
9	6	-2	6	-6	2
10	6	-10	11	-7	24*
11	5	-3	-3	5	-1
12	-1	-1	-4	15	1
13	0	4	-7	-4	-2
14	-4	4	4	5	0
15	-8	5	3	7	4
16	-2	5	1	0	5

Remaining list, next part
item	SMILES	DDE Tn7 FP inh	KLK7 zymogen act	PLC-gamma1 inh	ADAM17 inh	TDP2 inh
17	S=C(NC1CC2CCC1C2)N1CCN(c2cccc(Cl)c2)CC1 (stereo unspecified)	-4	0.8	3	-2	-2
18	O=C(c1ccc(Cn2cc(Cl)c([N+](=O)[O-])n2)cc1)N1CCN(Cc2ccccc2)CC1	0	0.3	2	3	-4
19	COc1ccc(CCNC(=S)NC(=O)c2ccccc2)cc1C	-5	0.1	1	-1	8
20	Cc1ccc(NC(=O)c2ccc(S(=O)(=O)N3CCC(C)CC3)cc2)nc1	4	0.3	4	-3	7
21	CC(=O)C1=CCC(c2ccc(C)cc2)N(S(=O)(=O)c2ccc(Cl)cc2)C1 (stereo unspecified)	9	0.5	-3	-4	-3
22	C=CCOn1c(=O)c(=O)n(OCc2ccccc2)c2ccccc21	1	0.2	6	-2	2
23	COc1ccc(CN(C)C(=O)Cn2ccc(NC(=O)OCc3ccccc3)nc2=O)cc1OC	-4	0.2	1	0	7
24	O=Nc1c(O)n(Cc2ccc(Cl)cc2)c2ccccc12	-3	-0.5	-2	1	-4

item	DDE Tn6 FP inh	ADAM10 inh	ARFGAP1 inh	ASAP1 GAP inh	LEDGF integ inh
17	8	-7	2	4	-2
18	1	6	-1	-11	4
19	2	4	-4	0	0
20	1	-4	17	9	-2
21	-6	-3	-7	-4	3
22	10	-8	-4	-7	5
23	2	5	-5	-1	0
24	10	5	-3	7	1

Three of the entries above in order of their number in TDP2 inh, falling.
item	SMILES	DDE Tn7 FP inh	KLK7 zymogen act	PLC-gamma1 inh	ADAM17 inh	TDP2 inh
23	COc1ccc(CN(C)C(=O)Cn2ccc(NC(=O)OCc3ccccc3)nc2=O)cc1OC	-4	0.2	1	0	7
6	CC(=O)NC(Cc1ccc(F)cc1)C(=O)NC1CCN(c2ncccc2[N+](=O)[O-])CC1 (stereo unspecified)	-8	-0.1	-1	-1	-4
3	O=P(Cc1ccccc1)(Cc1ccccc1)c1ccccc1	-2	0.7	6	-4	-20

item	DDE Tn6 FP inh	ADAM10 inh	ARFGAP1 inh	ASAP1 GAP inh	LEDGF integ inh
23	2	5	-5	-1	0
6	2	-10	-7	-3	7
3	-2	-6	-9	3	1

Additional entries
item	SMILES	DDE Tn7 FP inh	KLK7 zymogen act	PLC-gamma1 inh	ADAM17 inh	TDP2 inh
25	CCC(=O)N1CCC2(CC1)Oc1ccc(Cl)cc1C(=O)C21CC(c2cccnc2)=NO1 (stereo unspecified)	-4	0.8	-2	-10	-20
26	CCS(=O)(=O)N1Cc2ccccc2CC1C(=O)Nc1nnc(SCc2ccc(F)cc2)s1 (stereo unspecified)	-1	0.0	-15	4	4
27	Cc1cccc(N(C(=O)Nc2ccc(Cl)cc2)C2=NCC(C)S2)n1 (stereo unspecified)	2	0.3	0	-7	2
28	CN(CC(=O)Nc1ccc(Cl)cc1)CC(=O)Nc1ccc(C(N)=O)cc1	-4	-0.3	0	0	10
29	COc1ccc(CCN2C(=O)C(Oc3ccccc3)C2c2ccc3c(c2)OCO3)cc1 (stereo unspecified)	1	0.3	4	1	-14
30	Cc1ccc(S(=O)(=O)Nc2cc(Cl)c(O)c3ncccc23)cc1	-9	5.3	-9	14*	20
31	N#C/C=C1\n2c(nc3ccccc32)OC12CCCCC2	-3	-0.2	4	-5	-2
32	CCOC(=O)CSc1nnc(CSc2nc3sc4c(c3c(=O)[nH]2)CCCC4)n1-c1ccccc1	3	0.8	4	-1	-6

item	DDE Tn6 FP inh	ADAM10 inh	ARFGAP1 inh	ASAP1 GAP inh	LEDGF integ inh
25	-4	-55	5	-1	5
26	3	12	12	3	0
27	-2	0	4	0	-3
28	-2	-4	-5	-9	2
29	-5	-7	5	-5	0
30	-7	11	8	15	10
31	-5	0	-2	8	4
32	-3	-11	7	-7	2

The list goes on:
item	SMILES	DDE Tn7 FP inh	KLK7 zymogen act	PLC-gamma1 inh	ADAM17 inh	TDP2 inh
33	Oc1ccc(Br)cc1/C=N/N1CCN(Cc2cccc3ccccc23)CC1	3	0.4	1	-4	12
34	CCN1C(=O)c2cccc3c(NS(=O)(=O)c4ccc(NC(C)=O)cc4)ccc1c23	10	2.2	-85	-2	3
35	N#C/C(=C\c1ccc[nH]1)C(=O)Nc1ccccc1F	3	-0.3	1	0	-3
36	Cc1ccc(C)c(Cn2c3ccccc3c3cnn(CC(=O)NCCN4CCOCC4)c(=O)c32)c1	-3	0.8	0	-11	1
37	CC(C)Cc1ccc(C(C)NC(=O)c2ccc(=O)[nH]c2)cc1 (stereo unspecified)	1	-0.6	3	0	-11
38	CC1CCN(C(=O)COC(=O)c2cc(S(=O)(=O)N3CCOCC3)ccc2Cl)CC1	-1	-0.4	2	-6	-7
39	Cc1ccccc1-c1nnc(SCC(=O)c2c(N)n(C3CC3)c(=O)[nH]c2=O)o1	9	0.4	-3	-4	7
40	O=[N+]([O-])c1ccccc1OCCN1CCCC1	-6	-0.2	5	-4	4

item	DDE Tn6 FP inh	ADAM10 inh	ARFGAP1 inh	ASAP1 GAP inh	LEDGF integ inh
33	5	-1	-2	-2	0
34	-6	-9	-1	-2	0
35	6	-12	8	3	2
36	-5	-37	3	-1	4
37	4	4	-1	-2	6
38	2	-13	2	-1	-1
39	-3	4	2	-17	0
40	-2	-5	-2	-3	-2

Carrying on:
item	SMILES	DDE Tn7 FP inh	KLK7 zymogen act	PLC-gamma1 inh	ADAM17 inh	TDP2 inh
41	Cc1c(C(=O)N2CCN(c3ccc(F)cc3)CC2)sc2nc(-c3ccccc3)cn12	-2	0.2	1	-1	-8
42	Cc1ccccc1CNC(=O)c1cc(COc2ccc(F)cc2F)on1	4	0.0	-2	7	-5
43	CCc1cccc2c(C(=O)COC(=O)/C=C/c3ccccc3OC)c[nH]c12	-3	-1.1	-8	-3	1
44	CC1Cc2c([nH]c3ccccc23)C2c3ccccc3CN12 (stereo unspecified)	5	-0.1	-27	-22	9
45	O=C1C=CC(=Nc2ccc3c(c2)Cc2cc(F)ccc2-3)O1	-8	-0.9	-27	-18	-7

item	DDE Tn6 FP inh	ADAM10 inh	ARFGAP1 inh	ASAP1 GAP inh	LEDGF integ inh
41	2	-8	10	-7	-1
42	-8	6	5	12	-5
43	1	-11	10	9	0
44	1	-52	13	0	1
45	-6	-76	-5	13	4
